High-throughput results (PubChem BioAssay)
RECQ1 inh: RECQ1 (human) helicase inhibition | P46063 | RECQ1 DNA unwinding, red fluorescence kinetic read | Potency, µM (doses to about 57.3 µM), for the others: at the top dose activity, negative = inhibition, usual class: inhibitors | 0.54% of 240,000 active;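 further: plate controls were vehicle for no effect and no enzyme for full effect; nearly all actives have a fitted effect of over 30% in size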
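RECQ1T1 50 nM; forked duplex (20 bp + 30-nt ss tails) 200 nM, ATP 2 mM final; pH 8.0, 2 mM MgCl2, 2.5 ug/ml poly(dI-dC); 15 min compound preincubation; discontinuous kinetic read over 2 h at RT.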
TRb SRC2 PPI: disrupts binding of human TR beta to SRC2; AID 1469; 0.065% of 280,000 active; TRbeta-SRC2 peptide binding, fluorescence polarization; receptor liganded with 1 µM T3; P10828; Potency, µM (top dose mostly 106 µM), for inactives: at the top dose activity change, negative = inhibition, usual class: inhibitors;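 further: plate controls were bound peptide for no effect and peptide without receptor for full effect; nearly all actives have a fitted effect of over 50% in size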
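A fluorescence polarization screen tested compounds at multiple concentrations against complex formation between 0.6 uM TRb ligand-binding domain and 20 nM Texas Red SRC2 peptide, with 1 uM T3 present; readout after 5 hr.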
L3MBTL1 block: inhibitors of human L3MBTL1 | AID 485360 | AlphaScreen L3MBTL1–H3K9me1 peptide binding | Potency, µM (top dose mostly 57.1 µM), inactives show at the highest dose activity, negative = inhibition, actives largely listed as inhibitors | 0.66% of 230,000 active | Q9Y468; further: nearly all actives have a fitted effect of over 60% in size
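L3MBTL1 (50 nM) pre-complexed 30 min with biotinylated H3(1-15)K9me1 peptide (75 nM), then compounds added for 30 min at room temperature; AlphaScreen streptavidin donor/nickel chelate acceptor beads (10 ug/mL final) read after 30 min dark incubation.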
GAA inh: blocks human lysosomal alpha-glucosidase; P10253; AID 1466; purified human GAA, 4-MU-alpha-glucoside fluorescence; 0.005% of 200,000 active; Potency, µM (top dose mostly 76.9 µM), without a hit: at the top dose activity change, negative = inhibition, most hits filed as inhibitors;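 further: plate controls were uninhibited enzyme wells for no effect and no-enzyme background for full effect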
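Activity normalized between no-enzyme (basal) and enzyme-only wells. Conditions: 4 nM human enzyme, 400 uM fluorogenic substrate, citrate/phosphate pH 5.0 with Tween-20, 20 min room temperature, compounds up to 77 uM.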
TR SRC2 fluor cs: Texas Red fluorescence interference in TRb-SRC2 counter-screen. TRb/SRC2 Texas Red total fluorescence interference. Potency, µM (series often up to 106 µM), without a hit: top-dose fluorescence change, negative = quenching. 0.29% of 280,000 active; active means well fitted curve in either direction with a large enough effect; inconclusive means small, poorly fitted or top-dose-only effect
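Human TRb ligand-binding domain at 0.6 uM with 20 nM Texas Red SRC2 peptide in Tris buffer containing 1 uM T3 and 5% DMSO, incubated with compound 5 h at ambient temperature. Total fluorescence (555/632 nm) calculated as parallel + 2 × perpendicular.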
GAA glycogen mod: GAA glycogen-cleavage inhibition or activation | P10253 | recombinant GAA, glycogen substrate, Amplex Red glucose oxidase fluorescence | Potency, µM (titrated, usually from 76.4 µM), for inactives: top-dose activity change, negative = inhibition, usual class: inhibitors | 0.38% of 300,000 active;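 further: 0% = full enzyme reaction and -100% = no-enzyme basal signal; the screen sought inhibitors and activators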
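qHTS, 1536-well; enzyme 4 nM final; cpd up to 77 uM; substrate bovine liver glycogen 30 ug; 50 mM citrate/phosphate pH 5.0, 0.01% Tween-20; 37 C, 40 min; Amplex Red detection 45 min RT; Hill fit → AC50.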
RGS12 GoLoco inh: RGS12 GoLoco-Gai1 interaction inhibition. Gai1:RGS12 GoLoco peptide FP, rhodamine, 10 min. 0.44% of 230,000 active. P63096. Potency, µM (highest dose often 61.6 µM), for inactives: at the top dose activity, negative = inhibition, hits mostly inhibitors; active means well fitted inhibition curve with a large enough effect, not every such curve was filed as active; inactive means no such curve, though single readings can be large or run the other way; further: nearly all actives have a fitted effect of over 30% in size; many of its hits are not listed in these tables
GAA spleen mod: lysosomal alpha-glucosidase (human) modulation. 0.006% of 240,000 active. human spleen homogenate, 4-MU-alpha-glucoside fluorescence. AID 2112. Potency, µM (highest dose often 79.9 µM), without a hit: at the top dose activity change, negative = inhibition, usual class: inhibitors. P10253;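 further: 0% = enzyme with vehicle and -100% = no enzyme basal signal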
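Human spleen homogenate (1 ug) with 4-methylumbelliferyl-alpha-D-glucopyranoside (1 mM final) in 50 mM citrate/phosphate pH 5.0, 0.01% Tween-20; 40 min at 37 C. Stopped at pH 10; 4-MU fluorescence Ex 365/Em 440 nm; AC50 by Hill fit.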
Numbers without * were called inactive; i = inactive; ? = inconclusive; nt = no result given; & = joins results of further samples; [ ] = dose if it differs, or a comment. Unless noted, the call rests on the fitted dose curve; in most records, active means well fitted curve in the direction sought with a large enough effect; inconclusive means small, poorly fitted or top-dose-only effect, or another doubt; inactive means no such curve, though single readings can be large; an effect the other way counts as inactive or inconclusive. Unless noted, on the % scale 0 is the no-effect control and ±100 the full control effect; potency means the concentration at half of the fitted maximal effect.

1: O=C(NC(=S)Nc1ccc(Cl)cc1)c1ccccc1
2: COC(=O)NC1(C(F)(F)F)C(=O)NC(C)=C1C(=O)OC (centres undefined)
3: Oc1ccc(Br)cc1-c1cc(-c2ccco2)[nH]n1
4: COC(=O)c1nn(-c2nc(-c3ccc(OC)c(OC)c3)cc(C(F)(F)F)n2)cc1[N+](=O)[O-]
5: CCOC(=O)C(=CNc1cccnc1Oc1ccc(C)c2c1CCC2)C(=O)OCC
6: CC1CC(NC(=O)CCn2c(=O)oc3ccccc32)CC(C)(C)C1 (centres undefined)
7: COc1ccc(-c2nn(C)c(=O)c3ccccc23)cc1CNC(=O)c1ccco1
8: CC(=O)n1cc(N(C(=O)CCl)c2ccccc2)c2ccccc21
assay / entry	1	2	3	4	5	6	7	8
RECQ1 inh	-1%	2%	i	-7%	-6%	-8%	3%	-6%
TRb SRC2 PPI	-2%	-3%	9%	4%	5%	-9%	1%	0%
L3MBTL1 block	3%	nt	nt	nt	2%	3%	3%	1%
GAA inh	-3%	?	-1%	0%	nt	-3%	-5%	nt
TR SRC2 fluor cs	0%	-1%	-1%	-3%	5%	0%	-2%	-2%
GAA glycogen mod	-2%	5%	-4%	12%	-3%	-5%	-3%	0%
RGS12 GoLoco inh	1%	7%	3%	0%	5%	-4%	5%	1%
GAA spleen mod	0%	0%	-6%	0%	9%	-4%	-11%	7%

9: FC(F)(F)c1cc(Oc2ccc(Cl)cc2)nc(-c2ccccn2)n1
10: CC(C)(C)c1[nH]nc2c1C(c1ccoc1)C(C#N)=C(N)O2 (centres undefined)
11: Cn1cc([N+](=O)[O-])c(C(=O)Nc2nccs2)n1
12: Cc1noc(C)c1-c1ccc2ncnc(NCc3ccc4c(c3)OCO4)c2c1
13: COC(=O)C1=C(C)C(c2cccs2)NC(=O)N1C (centres undefined)
14: COC(=O)N/N=C/c1cn(Cc2ccc(F)cc2)c2ccccc12
15: CCOC(=O)c1cc(=O)n(Cc2ccccc2C)c2ccccc12
16: C=CCn1c(SCC(=O)c2[nH]c(C)c(C(=O)OCC)c2C)nc2scc(-c3ccc(OC)cc3)c2c1=O
assay / entry	9	10	11	12	13	14	15	16
RECQ1 inh	-5%	-10%	i	-5%	-2%	-13%	-19%	-1%
TRb SRC2 PPI	-4%	-4%	5%	1%	-1%	0%	1%	6%
L3MBTL1 block	0%	nt	0%	nt	10%	-6%	nt	5%
GAA inh	7%	-9%	-3%	nt	8%	nt	?	0%
TR SRC2 fluor cs	2%	-6%	0%	-1%	-4%	-3%	-4%	1%
GAA glycogen mod	11%	1%	1%	nt	5%	6%	-1%	5%
RGS12 GoLoco inh	2%	11%	12%	nt	2%	1%	-5%	8%
GAA spleen mod	-15%	-6%	11%	6%	8%	-2%	-5%	-1%

Some of these compounds in order of SMILES length, high to low.
16: C=CCn1c(SCC(=O)c2[nH]c(C)c(C(=O)OCC)c2C)nc2scc(-c3ccc(OC)cc3)c2c1=O
12: Cc1noc(C)c1-c1ccc2ncnc(NCc3ccc4c(c3)OCO4)c2c1
10: CC(C)(C)c1[nH]nc2c1C(c1ccoc1)C(C#N)=C(N)O2 (centres undefined)
14: COC(=O)N/N=C/c1cn(Cc2ccc(F)cc2)c2ccccc12
11: Cn1cc([N+](=O)[O-])c(C(=O)Nc2nccs2)n1
assay / entry	16	12	10	14	11
RECQ1 inh	-1%	-5%	-10%	-13%	i
TRb SRC2 PPI	6%	1%	-4%	0%	5%
L3MBTL1 block	5%	nt	nt	-6%	0%
GAA inh	0%	nt	-9%	nt	-3%
TR SRC2 fluor cs	1%	-1%	-6%	-3%	0%
GAA glycogen mod	5%	nt	1%	6%	1%
RGS12 GoLoco inh	8%	nt	11%	1%	12%
GAA spleen mod	-1%	6%	-6%	-2%	11%

Additional records
17: Cc1ccc(S(=O)(=O)NCCN2CCOCC2)cc1C
18: Cc1ccc(C2SCC(=O)N2Cc2cn3ccsc3n2)o1 (centres undefined)
19: COC(=O)CCC/C=C1/SCC(NC(=O)c2ccccc2)C1=O (centres undefined)
20: COc1ccc(Nc2cc(C)c3ccc(O)cc3n2)cc1
21: CN(C)c1nc(Oc2ccc(=O)[nH]n2)nc(N2CCCCC2)n1
22: COc1cc2cc[n+]3cc4c(OC)c(OC)ccc4cc3c2cc1OC
23: Cc1ccc(C)c(OCC(=O)O/N=C(\N)c2cccc([N+](=O)[O-])c2)c1
24: Cc1c(N2C(=O)c3ccc(Br)cc3C2=O)c(=O)n(-c2ccccc2)n1C
assay / entry	17	18	19	20	21	22	23	24
RECQ1 inh	1%	-11%	12%	-11%	0%	31%[activator]	-10%	-7%
TRb SRC2 PPI	-2%	-17%	-3%	6%	7%	12%	6%	3%
L3MBTL1 block	nt	4%	nt	nt	nt	nt	nt	0%
GAA inh	-6%	5%	-11%	nt	-1%	nt	nt	6%
TR SRC2 fluor cs	-8%	1%	6%	-15%	0%	-3%	0%	0%
GAA glycogen mod	8%	-3%	7%	-1%	11%	nt	2%	11%
RGS12 GoLoco inh	-7%	-9%	146%[activator]	-19%	6%	3%	2%	1%
GAA spleen mod	1%	-3%	6%	2%	2%	-14%	-2%	-3%

25: COC(=O)CC(NC(=O)c1ccc(C)cc1)c1ccccc1 (centres undefined)
26: CCOCCCn1c(SCC(=O)NCc2ccco2)nc2c(sc3ccccc32)c1=O
27: N#CCNc1ccc([N+](=O)[O-])cc1C#N
28: Nc1cc(-c2ccccc2)ccc1O
29: O=C(NC1CC1)c1ccc(-c2ccccc2)cc1
30: S=C(NCC1CCCO1)N1CCN(c2nc(-c3ccc(Cl)cc3)cs2)CC1 (centres undefined)
31: NC(=O)C1(N2CCCCC2)CCN(C(=O)NC2CCCCC2)CC1
32: CCOC(=O)NC(NCC(O)c1ccccc1)(C(F)(F)F)C(F)(F)F (centres undefined)
assay / entry	25	26	27	28	29	30	31	32
RECQ1 inh	i	-13%	i	-1%	1%	-6%	i	-6%
TRb SRC2 PPI	-8%	-2%	-1%	-18%&-12%	7%	-6%	0%	-4%
L3MBTL1 block	nt	nt	nt	-14%&-13%	7%	-21%	2%	0%
GAA inh	-5%	9%	nt	-6%&0%	3%	?	4%	0%
TR SRC2 fluor cs	2%	-5%	-6%	0%&-2%	3%	-2%	-1%	0%
GAA glycogen mod	2%	10%	3%	10µM*	1%	-19%	11%	-3%
RGS12 GoLoco inh	-14%	-5%	21%	-4%&7%	3%	3%	nt	7%
GAA spleen mod	1%	2%	-1%	-2%&1%	11%	-10%	-2%	0%

33: Cc1ccc(C(=O)C2COC(=O)C2)cc1 (centres undefined)
34: S=c1[nH]nc(-c2ccc(Br)o2)n1Cc1ccccc1
35: C=C(C)[C@@H]1CC=C(CN2CCC(N3CCC(C(=O)N4CCCC4)CC3)CC2)CC1
36: CCc1nnc(NC(=O)C2CCCCC2)s1
37: CCOC(=O)C(NC(=O)CC)(Nc1cc(C)on1)C(F)(F)F (centres undefined)
38: CC(=O)OCC1OC(Sc2cccc3cccnc23)C(OC(C)=O)C(OC(C)=O)C1OC(C)=O (centres undefined)
39: CN(CC(=O)Nn1cnnc1)S(=O)(=O)c1ccc(Br)cc1
40: COc1ccc(OC)c(CN2C(=O)c3ccccc3C2C(=O)NCc2cccnc2)c1 (centres undefined)
assay / entry	33	34	35	36	37	38	39	40
RECQ1 inh	-17%	1%	-9%	-9%	i	-2%	-5%	-2%
TRb SRC2 PPI	1%	-2%	2%	-5%	1%	-5%	1%	-8%
L3MBTL1 block	8%	nt	0%	-4%	nt	-6%	4%	-6%
GAA inh	-2%	-20%	3%	-6%	-2%	-1%	0%	6%
TR SRC2 fluor cs	0%	-5%	-2%	1%	-3%	0%	-4%	0%
GAA glycogen mod	6%	?	10%	3%	1%	8%	6%	2%
RGS12 GoLoco inh	2%	11%	22%	5%	0%	12%	-3%	5%
GAA spleen mod	-13%	-12%	-12%	-20%	-3%	-5%	3%	-6%

41: CCCn1c(SCC(=O)NCCc2ccccc2)nnc1-c1ccco1
42: O=C(Nc1cccc(NC(=O)c2ncn[nH]2)c1)c1cccc(Cl)c1
43: CC(=O)NCc1ccc(S(=O)(=O)N/N=C/c2ccc(N(C)C)cc2)cc1
44: CCCCC(=O)Nc1cccc(NC(=O)c2ccccc2Br)c1
45: CN(C)/C=N/c1nc2nccc(-c3ccc(F)cc3)n2n1
46: O=C(c1c[nH]c(C(=O)C(Cl)(Cl)Cl)c1)c1ccccc1Br
47: CCOc1ccc(/C=C2/SC(=O)NC2=S)cc1
48: COC(=O)c1cccc(N(C(=O)c2ccco2)C(C(=O)NC2CCCC2)c2ccco2)c1 (centres undefined)
assay / entry	41	42	43	44	45	46	47	48
RECQ1 inh	-4%	-1%	-9%	-4%	-15%	1%	0%	-1%
TRb SRC2 PPI	-8%	-3%	-7%	3%	0%	1%	-4%	4%
L3MBTL1 block	3%	4%	-6%	0%	-7%	25%	-15%	2%
GAA inh	2%	6%	0%	3%	?	-1%	-6%	0%
TR SRC2 fluor cs	0%	0%	-5%	2%	0%	-4%	-6%	-1%
GAA glycogen mod	-4%	-2%	1%	1%	8%	-7%	-20%	6%
RGS12 GoLoco inh	-11%	12%	-1%	-6%	-1%	-3%	15%	8%
GAA spleen mod	-2%	2%	-12%	1%	7%	1%	-1%	3%

49: Fc1cccc(CSc2nnc3c(n2)[nH]c2ccccc23)c1
50: Cc1cc(C)cc(N=Cc2[nH]c3ccc(Br)c(Cl)c3c2O)c1
51: Cn1c(=O)[nH]c(=O)c2c1nc(NCCCn1ccnc1)n2Cc1cccc(Br)c1
52: COc1cc(/C=N/Nc2nc(=O)[nH]nc2C)cc(OC)c1O
53: CCCCn1c(=O)c(CCC(=O)OCC(=O)NC(=O)NCCC(C)C)nc2ccccc21
assay / entry	49	50	51	52	53
RECQ1 inh	10%	-21%	-2%	0%	i
TRb SRC2 PPI	5%	5%	-2%	-6%	10%
L3MBTL1 block	nt	3%	0%	6%	nt
GAA inh	nt	-4%	-5%	2%	-7%
TR SRC2 fluor cs	-2%	3%	-5%	-4%	2%
GAA glycogen mod	3%	?	3%	?	0%
RGS12 GoLoco inh	1%	183%[activator]	-3%	-6%	5%
GAA spleen mod	0%	1%	5%	-8%	1%

Not all compounds are listed. The share of hits here may be higher or lower than overall.
